Screening results as filed in PubChem BioAssay.
mHTT-CaM PPI inh = mHTT-calmodulin interaction abrogation; AID 1671202; actives 3.6% (n = 190,000); inhibition, % at 15 µM; P42858; AlphaScreen His-mHTT/GST-CaM binding, luminescence;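 also: 0% = both proteins with DMSO and 100% = one protein alone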
Pf apPOL inh = Pf-apPOL DNA polymerase inhibition | AID 1794808 | actives 0.25% (n = 210,000) | inhibition, % at 10 µM | Recombinant Pf-apPOL, molecular beacon fluorescence, 1.5 h
Starred values were filed as active, the others as inactive; x = not tested or not shown; & = joins results of further samples. Rule as the data show it: active = inhibition above about 50%; inactive = the rest.

1: O=C(Nc1sc2c(c1C(=O)NCc1cccnc1)CCCCC2)c1cccnc1
2: CCc1onc(C)c1C1CCCN1C(=O)Nc1ccsc1C(=O)OC (centres undefined)
3: N#Cc1c(NC(=O)Cn2cnc([N+](=O)[O-])n2)sc2c1CCCC2
4: CC1CC(C)CN(C(=O)c2cc(-c3cccnc3)nc3ccccc23)C1 (centres undefined)
5: C=CCN1C(=O)NC2(O)C(=O)c3ccccc3C12O (centres undefined)
6: Cc1c(-c2nc3ccccc3c(=O)[nH]2)sc2nc(-c3ccccc3)nc(N)c12
assay / entry	1	2	3	4	5	6
mHTT-CaM PPI inh	6&13	-6	9	0	-12	2
Pf apPOL inh	-4&-16	-1	-3	-6	-2	3

The final two entries of the section before are carried over, then new ones follow.
5: C=CCN1C(=O)NC2(O)C(=O)c3ccccc3C12O (centres undefined)
6: Cc1c(-c2nc3ccccc3c(=O)[nH]2)sc2nc(-c3ccccc3)nc(N)c12
7: COc1cc2c(cc1OC)C(COc1ccccc1OC)N(C(=S)Nc1ccc([N+](=O)[O-])cc1)CC2 (centres undefined)
8: COc1cc(C2C3=C(CC(C)(C)CC3=O)NC3=C2C(=O)CC(C)(C)C3)cc(Br)c1O
9: CCCN(CCC)S(=O)(=O)c1ccc(NC(=O)/C=C/c2ccc3c(c2)OCO3)cc1
10: CC(C)(C)c1cc(C(=O)NN)no1
11: O=S1(=O)N[C@@H](Cc2ccccc2)COc2cccc(N3CCCC3)c21
12: Cc1cc(C2CCCN2C(=O)c2ccccc2)on1 (centres undefined)
assay / entry	5	6	7	8	9	10	11	12
mHTT-CaM PPI inh	-12	2	30	5	-3	x	10	-4
Pf apPOL inh	-2	3	-25	-1	-9	-15	1	-6

13: Cc1ccc([N+](=O)[O-])cc1NC(=O)c1cc(S(N)(=O)=O)c(Cl)cc1Cl
14: N#Cc1c(-c2ccco2)cc(C2CC2)nc1SCC(N)=O
15: O=C(Nc1cccnc1)C1CCCN(c2ncnc3c2nc2n3CCCCC2)C1 (centres undefined)
16: O=C(Nc1c(F)c(F)c(F)c(F)c1F)c1ccncc1
17: O=C(NCC#CCN1CCc2ccccc2C1)Nc1c(F)cccc1F
18: CCn1cc(Cn2cc(N)cn2)c(C)n1
assay / entry	13	14	15	16	17	18
mHTT-CaM PPI inh	6	-3	-6	-1	-1	17
Pf apPOL inh	-14	-2	0	0	2	x

19: Cc1ccc(-n2ncc3c(=O)[nH]c(SC(C)C)nc32)cc1C
20: C=CCNS(=O)(=O)c1ccc(OC)cc1
21: CNC(=O)c1[nH]c2ccc(C)cc2c1N1CCCC1=O
22: Cc1c(N=Cc2cn(-c3ccccc3)nc2-c2cccnc2)c(=O)n(-c2ccccc2)n1C
23: COc1ccc(NC(=O)Cc2nn(C)c(=O)c3ccccc23)cc1
24: CCOC(=O)C1C2C=CC3(CN(c4cccc(Cl)c4)C(=O)C13)O2 (centres undefined)
assay / entry	19	20	21	22	23	24
mHTT-CaM PPI inh	-4	-2	-4	31	-4	-6
Pf apPOL inh	2	-8	-4	-8	-4	6

Taken from above.
Pf apPOL inh with `Cc1ccc(-n2ncc3c(=O)[nH]c(SC(C)C)nc32)cc1C` reads 2
mHTT-CaM PPI inh with `CCOC(=O)C1C2C=CC3(CN(c4cccc(Cl)c4)C(=O)C13)O2` (centres undefined) reads -6
mHTT-CaM PPI inh with `CNC(=O)c1[nH]c2ccc(C)cc2c1N1CCCC1=O` reads -4
mHTT-CaM PPI inh with `COc1ccc(NC(=O)Cc2nn(C)c(=O)c3ccccc23)cc1` reads -4

Continued.
25: CC(C)(C)c1ccc(C(=O)N2CCCCC2CCN2CCOCC2)cc1 (centres undefined)
26: COc1ccc(Cl)cc1CN1CCN(c2ccc(N3C(=O)CC(C)C3=O)cc2[N+](=O)[O-])CC1 (centres undefined)
27: COc1ccc(C(=O)Nc2c3c(nn2-c2ccc(Cl)cc2)CSC3)cc1
28: Cc1ccc(C)c(NC(=O)C2CCN(c3nccc(C)n3)CC2)c1
29: CCC(c1c(N)[nH]c(=S)[nH]c1=O)c1c(N)[nH]c(=S)[nH]c1=O
30: CCC(CC)NC(=O)C1CCN(c2nc3ccc(-c4cncnc4)nc3s2)CC1
assay / entry	25	26	27	28	29	30
mHTT-CaM PPI inh	10	73*	30	-2	x	1
Pf apPOL inh	-13	-17	-8	1	4	4

31: O=[N+]([O-])c1ccccc1Oc1ccccc1
32: Cc1c(C(=O)N2CCN(Cc3ccccc3)CC2)cccc1[N+](=O)[O-]
33: Cc1ccc(-c2cc(C(=O)NC3CC3)ccn2)s1
34: C=C1[C@@H](O)[C@H](CC(C)C)N(Cc2ccccc2Br)S1(=O)=O
35: Cc1ccc(NC(=S)C(C#N)C(=O)N2CCCC2)c(C)c1 (centres undefined)
36: Cc1ccc(NC(=O)COc2ccccc2[N+](=O)[O-])cc1Cl
assay / entry	31	32	33	34	35	36
mHTT-CaM PPI inh	-24	-12	-1	14	x	-1
Pf apPOL inh	-4	-13	2	-4	-1&5	-3

37: Nc1cc(C2CCN(C(=O)c3ccc(Cl)cc3)CC2)no1
38: O=C(NCc1ccccc1Cl)C(=O)NCC1CCN(C(=O)Oc2ccccc2)CC1
39: c1ccc2c(NC3CCCC3)nc(N3CCNCC3)nc2c1
40: CCCN1C(=O)C(CC(=O)N2CCN(C)CC2)Sc2ncccc21 (centres undefined)
41: CCc1cc2c(C)cc(=O)oc2cc1OCc1ccccc1
42: COc1nc(Cl)nc(Nc2ccccc2-c2ccccc2)n1
assay / entry	37	38	39	40	41	42
mHTT-CaM PPI inh	-6	-7	7	-5	-5	45
Pf apPOL inh	0	-2	4	-2	27	-7

43: COc1ccc(CC(=O)Nc2ccc3c(c2)CN(C2CC2)C(=O)C(C)O3)cc1 (centres undefined)
44: Cc1ccc(CNC(=O)NC2(C(F)(F)F)Oc3ccccc3O2)cc1
45: COc1cccc(C(=O)Nc2sc3c(c2C(N)=O)CCCCCC3)c1
46: COc1ccc(S(=O)(=O)NCCSc2ccc(Cl)cc2)cc1
47: COc1cccc(C=Nc2ccccc2Nc2c([N+](=O)[O-])cc(C(F)(F)F)cc2[N+](=O)[O-])c1O
48: O=C(NC1CCCCCC1)C1CCCN(C(=O)Cc2cccc3ccccc23)C1 (centres undefined)
assay / entry	43	44	45	46	47	48
mHTT-CaM PPI inh	10	2	-8	-34	x	-2
Pf apPOL inh	-4	1	3	-4	-6	7

49: N#Cc1sc2nc(N3CCOCC3)c3c(c2c1N)CCCC3
50: O=C(COc1ccc(Br)cc1Cl)Nc1ccccc1CO
51: CC(C)c1ccc(C2C(S(=O)(=O)NCc3ccccc3F)CON2C)cc1 (centres undefined)
52: CN1C(=O)c2cccnc2Sc2cc(C(=O)Nc3cc(F)cc(F)c3)ccc21
53: O=S(=O)(c1ccccc1)c1nc(-c2ccco2)oc1SCc1ccc(F)cc1
54: COc1ccccc1N1CCN(C(=O)c2ccccc2Cl)C(C)C1=O (centres undefined)
assay / entry	49	50	51	52	53	54
mHTT-CaM PPI inh	2	-7	2	-5	-1	-7
Pf apPOL inh	-4	-4	-2	-1	-8	-1

55: Cc1ccc(C(=O)N2CCC(CC(=O)NCCCc3ccccc3)CC2)cc1
56: O=C(c1cccnc1)N1CCC(c2cc(=O)n3nccc3n2Cc2ccccc2)CC1
57: COc1ccc(-n2c(=O)c3c4c(sc3n(CC(N)=O)c2=O)CCCC4)c(OC)c1
58: Cc1cc(C)nc(SCC(=O)Nc2c(C)n(C)n(-c3ccccc3)c2=O)n1
59: COc1ccc([N+](=O)[O-])cc1-n1cccc1
60: Cc1ccccc1N1C(=O)c2ccc(-c3nc4ccccc4o3)cc2C1=O
assay / entry	55	56	57	58	59	60
mHTT-CaM PPI inh	15	5	-1	-3	29	1
Pf apPOL inh	-4	0	-5	-10	-4	23

61: CCSc1nnc(NC(=O)C(C)Sc2nc3ccccc3[nH]2)s1 (centres undefined)
62: Cc1sc(-c2c(F)cccc2F)nc1O
63: COc1ccc(Br)cc1CN1C(=O)c2ccccc2C1C(=O)NCc1cccnc1 (centres undefined)
64: Cc1c(C2CCN(C(=O)c3ccc4c(c3)OCO4)CC2)noc1N
65: Cc1cccc(N=C2NC(=O)/C(=C/c3ccc4c(c3)OCO4)S2)c1
66: COc1ccc(CNC(=O)CN(C)S(=O)(=O)c2ccc(Cl)cc2)cc1
assay / entry	61	62	63	64	65	66
mHTT-CaM PPI inh	1	x	5	-11	24	-2
Pf apPOL inh	-10	6	2	-4	-1	0

67: CCN(C(=O)CN1C(=O)NC2(CCCCC2)C1=O)c1ccccc1
68: CCOc1ccc(C2C(=O)N(C3CCCCC3)CC(=O)N2Cc2ccc(C)cc2)cc1OC (centres undefined)
69: O=C(NCc1cccnc1)c1cn(-c2cccc(Cl)c2)nn1
70: O=C(Nc1ccccc1)C1CCCN1C1CCCCC1 (centres undefined)
71: C(#Cc1ccccc1)CN1CCOCC1
72: COc1ccc(-c2c3c(=O)n(C)c(=O)n(C)c3cn2-c2ccccc2)cc1
assay / entry	67	68	69	70	71	72
mHTT-CaM PPI inh	-3	38	-6	-6	1	5
Pf apPOL inh	-2	-7	-1	-7	-1	43

73: O=C(CS(=O)(=O)c1ccc(Cl)cc1)Nc1nc2ccc([N+](=O)[O-])cc2s1
74: CS(=O)(=O)NC1CC2CC1N(C(=O)c1ccc(C(F)(F)F)s1)C2 (centres undefined)
75: CC1=C(C(=O)NCCN(C)C2CCCCC2)C2(CCCCC2)OC1=O
76: CC(C)c1ccc2c(c1)CCC1C(C)(CNC(=O)C=CC(=O)O)CCCC21C (centres undefined)
77: O=C(O)C1CCCCC1C(=O)N1CCC(Cc2ccccc2)CC1 (centres undefined)
78: O=C1Nc2c(Br)cc(Br)cc2/C1=C/c1ccco1
assay / entry	73	74	75	76	77	78
mHTT-CaM PPI inh	-6	0	-3	x	-5	12
Pf apPOL inh	-2	-5	-2	-18	0	-6

79: CCCNc1cc(N2CCCC(CCC(=O)N3CCC4(CC3)OCCO4)C2)ncn1 (centres undefined)
80: Cc1ccc(CN2CCC(CNC(=O)Nc3ccc(F)c(Cl)c3)CC2)cc1
81: N#Cc1cccc(C(=O)N2CCC(c3cnn(-c4ccccc4)c3)CC2)c1
82: CC(=O)Nc1ccc(S(=O)(=O)N2CCCC(CNC(=O)c3ccccc3)C2)cc1 (centres undefined)
83: Cc1cc2n(n1)CCCN2C(=O)CCC(=O)N1CCN(c2cccc(Cl)c2)CC1
84: O=C(Nc1ccc(Cl)cc1Cl)c1cc2cc(Br)ccc2oc1=O
assay / entry	79	80	81	82	83	84
mHTT-CaM PPI inh	-1	15	8	-1	38	2
Pf apPOL inh	-7	-2	-3	-3	-4	2

Overlap with the part before: 4 entries, then new ones.
81: N#Cc1cccc(C(=O)N2CCC(c3cnn(-c4ccccc4)c3)CC2)c1
82: CC(=O)Nc1ccc(S(=O)(=O)N2CCCC(CNC(=O)c3ccccc3)C2)cc1 (centres undefined)
83: Cc1cc2n(n1)CCCN2C(=O)CCC(=O)N1CCN(c2cccc(Cl)c2)CC1
84: O=C(Nc1ccc(Cl)cc1Cl)c1cc2cc(Br)ccc2oc1=O
85: CN(C)CCCNC(=O)c1ccc(Cl)cc1[N+](=O)[O-]
86: CC1(C)CC(=O)C2=C(C1)OC(N)=C(C#N)C2c1ccc(Cl)cc1Cl (centres undefined)
87: CC(C)CC(C(=O)Nc1ccccc1F)N1C(=O)c2ccccc2C1=O (centres undefined)
88: COC(=O)[C@H](C(C)C)N1Cc2nnn(Cc3ccccc3)c2-c2cc(F)ccc2S1(=O)=O
89: CC(=O)Nc1ccc(S(=O)(=O)Nc2ccc(Cl)cc2)cc1
90: COc1ccccc1N1CCN(C2CC(=O)N(CCc3ccccc3)C2=O)CC1 (centres undefined)
assay / entry	81	82	83	84	85	86	87	88	89	90
mHTT-CaM PPI inh	8	-1	38	2	2	12	0	2	-1	2
Pf apPOL inh	-3	-3	-4	2	-6	-4	-8	-6	1	-6

91: O=C(CC1CCCC1)N1CCC(CCOCc2ccccc2F)CC1
92: COC(=O)C(C)Oc1ccc2c(c1)OC(=Cc1cccc(Cl)c1)C2=O (centres undefined)
93: COC(=O)c1ccc(NC(=O)C(=O)NCCn2ccnc2C)cc1
94: Cc1[nH]nc2c1C(c1cn[nH]c1-c1ccc(F)cc1)C(C#N)=C(N)O2 (centres undefined)
95: COc1ccc(Br)cc1/C=C1/C(=N)N2N=C(C(C)C)SC2=NC1=O
96: COCCCN1C(=O)C(=O)C(=C(O)c2ccc(OCC(C)C)cc2C)C1c1cccnc1 (centres undefined)
assay / entry	91	92	93	94	95	96
mHTT-CaM PPI inh	-12	3	-8	2	3	11
Pf apPOL inh	-4	0	-8	2	-9	-7

97: O=c1ncc(Oc2ccc(Cl)cc2Cl)c[nH]1
98: O=C(Cc1ccccc1)Nc1ccc(OC(F)F)cc1
99: Cc1ccc(C(=O)N2CCc3nc4cc(-c5ccccc5)[nH]n4c(=O)c3C2)cc1F
100: CCOc1ccc(Sc2cc(C(=O)O)c3ccccc3n2)cc1
assay / entry	97	98	99	100
mHTT-CaM PPI inh	x	-4	1	1
Pf apPOL inh	-7	-4	0	30
